DUSP3 inh: VHR1 phosphatase inhibitors, primary screen, biochemical, colorimetric, HTS; actives 0.7% (n = 50,000); inhibition, % at 20 µM; AID 1992, 2009; Dual specificity protein phosphatase 3 (Homo sapiens), P51452; recombinant VHR phosphatase, colorimetric substrate read-out; in the data active = inhibition above about 60%; also: some results filed as inactive read as strong as hits
Target sequence (P51452 whole entry, looked up): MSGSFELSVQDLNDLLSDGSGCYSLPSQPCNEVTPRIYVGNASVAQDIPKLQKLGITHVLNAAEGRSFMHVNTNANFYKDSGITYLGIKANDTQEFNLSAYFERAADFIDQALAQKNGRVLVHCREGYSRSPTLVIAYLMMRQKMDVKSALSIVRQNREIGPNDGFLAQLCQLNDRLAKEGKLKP
* marks the source's active call; other numbers are inactive results.

Start of the listing, in advance, 2 compounds:
nr | SMILES | DUSP3 inh
1 | O=[N+]([O-])c1cccc(-c2noc(-c3ccc(I)cc3)n2)c1 | -1
2 | Cc1ccc(S(=O)(=O)N/N=C/c2cccc(OS(=O)(=O)c3ccc([N+](=O)[O-])cc3)c2)cc1 | -19

Main list, previewed entries included:
nr | SMILES | DUSP3 inh
1 | O=[N+]([O-])c1cccc(-c2noc(-c3ccc(I)cc3)n2)c1 | -1
2 | Cc1ccc(S(=O)(=O)N/N=C/c2cccc(OS(=O)(=O)c3ccc([N+](=O)[O-])cc3)c2)cc1 | -19
3 | COc1cccc(-c2csc(/C(C#N)=C/c3sccc3C)n2)c1 | 0
4 | CC(C)=C1C2C=CC1C1C(=O)N(c3cc(C(F)(F)F)ccc3Cl)C(=O)C21 (centres undefined) | 5
5 | COc1cccc(C2=NN(C(=O)c3cccc([N+](=O)[O-])c3)C(O)(C(F)(F)F)C2)c1 (centres undefined) | 38
6 | O=S(=O)(NCc1ccc(F)cc1)c1ccc(Cl)cc1 | -1
7 | CC(C)(C)c1cc(C(c2ccccc2O)N2CCOCC2)cc(C(C)(C)C)c1O (centres undefined) | -3
8 | CCN1C(=O)/C(=C/c2cccc(OC(F)(F)C(F)F)c2)SC1=S | -3
9 | O=C1c2ccccc2C(=O)N1c1ccc2nc(Sc3nc4ccc([N+](=O)[O-])cc4s3)sc2c1 | -12
10 | Cc1ccc(-c2nc3ncccc3o2)cc1NC(=O)c1cccc(Cl)c1Cl | -1
11 | COC(=O)c1c(NC(=O)c2ccc([N+](=O)[O-])c(C)c2)sc2c1CCCC2 | -10
12 | COc1ccc(C2CC(O)C(C)C(c3ccc(OC)cc3)N2)cc1 (centres undefined) | -11
13 | CCOC(=O)c1ccc(N2C(=O)C3C(c4ccc(Cl)cc4)OC4(C(=O)c5ccccc5C4=O)C3C2=O)cc1 (centres undefined) | 0
14 | CCn1c(C(O)(c2ccccc2)c2ccc(C)cc2)nc2ccccc21 (centres undefined) | -5
15 | CCOC(=O)COc1ccc2oc(C)c(C(=O)OC)c2c1 | -25
16 | O=C(COc1ccc(Cl)cc1)Nc1ccc2nn(-c3ccc(F)cc3)nc2c1 | 4
17 | Cc1cc(Br)ccc1NC(=O)c1ccco1 | -12
18 | COc1ccc(-c2cc(C(=O)Nc3sc(C)c(C)c3C#N)c3ccccc3n2)c(OC)c1 | 26
19 | C/C(=N\Nc1nc(C(C)(C)C)cs1)c1ccccc1O | 8
20 | CCCCc1nc2ccccc2c(NC(=O)CN2CCOCC2)c1CCC | 4
21 | COc1ccc(C(=S)N2CCN(c3ccccc3)CC2)cc1 | -18
22 | Cc1cc(=O)[nH]c(SCC(=O)Nc2ccc(F)cc2)n1 | -10
23 | COc1c(Cl)ccc(Cl)c1C(=O)NCCc1nc2ccccc2[nH]1 | 19
24 | Cc1ccc2c(c1)c1c3n2CCN(CC(O)c2ccc(Br)cc2)C3CCC1 (centres undefined) | 5
25 | COCCOC(=O)C1=C(C)NC2=C(C(=O)CCC2)C1c1ccc([N+](=O)[O-])cc1 (centres undefined) | -19

Reformatted: entries from further up
17. Cc1cc(Br)ccc1NC(=O)c1ccco1
  DUSP3 inh: -12

16. O=C(COc1ccc(Cl)cc1)Nc1ccc2nn(-c3ccc(F)cc3)nc2c1
  DUSP3 inh: 4

(further entries)
nr | SMILES | DUSP3 inh
26 | Clc1ccc(CNc2nc3ccccc3n2CCOc2ccccc2)cc1 | 1
27 | COc1cccc(/C=C2/SC(=S)N(CC(=O)O)C2=O)c1 | -1
28 | O=C(c1ccccc1)c1ccc(N2CCCCC2)cc1 | 3
29 | CCN(CC)c1ccc(/C=C(/NC(=O)c2ccccc2Br)C(=O)NCCCC(=O)O)cc1 | 16
30 | O=C(O)CCCCCN1C(=O)C(=O)/C(=C(/O)c2ccc([N+](=O)[O-])cc2)C1c1ccccc1Cl (centres undefined) | -9
31 | O=C(Nc1ccc2c(c1)OCCO2)c1ccc(Cl)c([N+](=O)[O-])c1 | -8
32 | COc1ccc(/C=C/C(=O)N(C(C)C)C(C)C)cc1Br | -4
33 | Cc1ccccc1N1OC2C(=O)N(Cc3ccccc3)C(=O)C2C1c1ccc(F)cc1 (centres undefined) | 10
34 | O=C(COC(=O)c1cccc(C#Cc2ccccc2)c1)c1ccc(Br)cc1 | -15
35 | COc1ccc2c(c1OC)C(=O)OC2Nc1ccc(C(C)=O)cc1 (centres undefined) | -13
36 | CC1=C(C(=O)Nc2ccc(Cl)cc2)C(c2ccc(Cl)cc2)NC(=O)N1 (centres undefined) | -17
37 | O=C(CC(Nc1ccc2ncccc2c1)c1ccccc1)c1ccccc1 (centres undefined) | 2
38 | COc1ccc([N+](=O)[O-])cc1NS(=O)(=O)c1cc(Cl)ccc1Cl | 1
39 | COc1ccc(CN2CCN(Cc3ccccc3[N+](=O)[O-])CC2)c(OC)c1 | 7
40 | Cc1c(N2C(=O)CS/C2=N\N=C\c2ccc(Br)cc2)c(=O)n(-c2ccccc2)n1C | -5
41 | CCCCn1c(=O)c(C(=O)Nc2cc([N+](=O)[O-])ccc2O)c(O)c2ccccc21 | -15
42 | O=C1NC(=S)N/C1=C\c1ccc(-c2cc([N+](=O)[O-])ccc2Br)o1 | -14
43 | CCn1c2ccccc2c2cc(CN3CCNCC3)ccc21 | 6
44 | COc1ccc(Cl)cc1NC(=O)C1=C(C)NC(=S)NC1c1ccc(OC)c(OC)c1 (centres undefined) | -13
45 | CCOc1cc(/C=C2/SC(=S)N(C)C2=O)ccc1OC(=O)c1ccc(C)cc1 | -14
46 | COc1ccc2[nH]c3c(c2c1)CCC/C3=N\N | -7
47 | CCOc1ccc(N=C2NC(=O)/C(=C/c3ccc(I)o3)S2)cc1 | 9
48 | Nc1ccc(Br)cc1/C(=N/O)c1ccccc1 | -45
49 | O=C(Nc1ccccc1)C1CC(=O)N(c2ccccc2)C1 (centres undefined) | 3
50 | CCN(CC)c1ccc(/C=C(\C#N)C(=O)NC)cc1 | 5
51 | CN1C(=O)C(=Cc2ccc(-c3cccc(C(=O)O)c3)o2)C(=O)N(C)C1=O | 6
52 | CC12c3ccccc3C(c3ccccc31)C1C(=O)N(c3ccccn3)C(=O)C12 (centres undefined) | -4
53 | CCOc1ccccc1C(=O)Nc1ccc(N2CCOCC2)cc1 | -37
54 | CCc1c(C)nc2c(Br)cccc2c1SCC(=O)O | -10
55 | Cc1cccc2[nH]c(SCc3ccccc3F)nc12 | 0
56 | COc1ccccc1NC(=O)C1=C(C)NC(=O)NC1c1ccc(Cl)cc1Cl (centres undefined) | 18
57 | COC(=O)CC(C(=O)OC)C(C(=O)OC)C(=O)OC (centres undefined) | -14
58 | C=CCN1C(=O)/C(=C\c2cccc(OC)c2)SC1=Nc1ccccc1 | -5
59 | N#CC(C#N)=NNc1cccc2c(S(=O)(=O)O)cccc12 | 9
60 | Cc1ccccc1OCc1nc(-c2ccc(Cl)cc2)no1 | 6
61 | O=C(Nc1c(F)c(F)c(F)c(F)c1F)c1ccco1 | -4
62 | Cc1ccc(OCCOCCOc2ccccc2/C=C2/SC(=S)NC2=O)cc1 | -4
63 | O=C(COc1ccc(Br)cc1)Nc1ccc(Cc2ccncc2)cc1 | -16
64 | CCC1=NN(C(=O)c2ccc(OC)cc2)C(O)(c2ccncc2)C1 (centres undefined) | 22
65 | Cc1ccc(N2C(=O)/C(=C/c3ccc(C(=O)O)cc3)SC2=S)cc1C | -20
66 | COc1cc(Br)c(Nc2nc(-c3cccnc3)cs2)c(Br)c1 | 2
67 | O=C(c1ccc(C#Cc2ccccc2)cc1)N1CCN(C/C=C/c2ccccc2)CC1 | 2
68 | CC(C)CC(=O)NC(NC(=O)CC(C)C)c1ccc(Br)cc1 | 1
69 | CCOc1cc(/C=C(/C(=O)c2ccc(C)cc2)c2nc3ccccc3o2)ccc1O | -13
70 | CCOc1cc(C2C(C(=O)OC)=C(C)NC(C)=C2C(=O)OC)ccc1O | -3
71 | Cc1ccc(C(=O)Nc2cccc(Br)c2)cc1[N+](=O)[O-] | -14
72 | CC(C)(C)c1cc(CCC(=O)NNC(=O)c2ccccc2)cc(C(C)(C)C)c1O | -23
73 | O=C(O)Cc1ccc(NC(=O)C2CC=CCC2C(=O)O)cc1 (centres undefined) | -1
74 | CC(SC12CC3CC(CC(C3)C1)C2)C(=O)O (centres undefined) | -10
75 | O=C(COc1ccc(F)cc1)Nc1ccc2[nH]c(=O)[nH]c2c1 | 0

The closing 5 compounds of the section above are carried over, then new ones follow:
nr | SMILES | DUSP3 inh
71 | Cc1ccc(C(=O)Nc2cccc(Br)c2)cc1[N+](=O)[O-] | -14
72 | CC(C)(C)c1cc(CCC(=O)NNC(=O)c2ccccc2)cc(C(C)(C)C)c1O | -23
73 | O=C(O)Cc1ccc(NC(=O)C2CC=CCC2C(=O)O)cc1 (centres undefined) | -1
74 | CC(SC12CC3CC(CC(C3)C1)C2)C(=O)O (centres undefined) | -10
75 | O=C(COc1ccc(F)cc1)Nc1ccc2[nH]c(=O)[nH]c2c1 | 0
76 | COc1ccc(C)cc1NC(=O)c1cc(-c2cccs2)nc2ccccc12 | 5
77 | CCOc1ccccc1N(CC(=O)Nc1cccc(C(F)(F)F)c1)S(=O)(=O)c1ccccc1 | -2
78 | O=C1C2C(C(=O)N1c1cccc(Cl)c1)N1CCCN1C2c1ccccc1 (centres undefined) | -7
79 | Cc1ccc(OCCCn2ccnc2)cc1C | -1
80 | CCOC(=O)c1c(NC(=O)Cn2nc(C(F)(F)F)cc2C)sc2c1CCC(C)C2 (centres undefined) | 29
81 | COCc1c(-c2ccccc2)c2cc([N+](=O)[O-])ccc2n1C | -5
82 | CCOc1ccc(N2C(=O)CC(NCC(=O)OC)C2=O)cc1 (centres undefined) | -5
83 | COc1ccc(Cl)cc1NC(=O)COc1ccc(C)cc1Br | -14
84 | COc1cc(NC(=O)C(c2ccccc2)c2ccccc2)ccc1NC(=O)c1ccco1 | -16
85 | O=C1NC(=O)N(c2ccc(Br)cc2)C(=O)/C1=C/c1cccs1 | 106
86 | Clc1ccc(C2=NN(c3ccccc3)CC2)cc1 | -1
87 | O=C(CSc1nc2ccccc2s1)OCC(=O)c1cccc([N+](=O)[O-])c1 | 1
88 | Cc1n[nH]c(C)c1Sc1ccccc1N=Cc1ccccc1 | -8
89 | O=C(COc1ccc2ccccc2c1)N1CCN(Cc2cccc(Cl)c2)CC1 | -8
90 | O=c1sc(/C=C2/C=Nc3ccccc32)c(O)n1-c1ccccc1 | -27
91 | CC(C)c1ccc(CNC(=O)CSc2nc3ccccc3s2)cc1 | 10
92 | Nc1nnc(CSc2ccccc2)s1 | 42
93 | C/C(=C\C(=O)c1ccccc1)Nc1ccc(Br)c(C)c1 | 26
94 | CCOc1cccc(N2C(=O)CC(SCC(=O)Nc3ccc(Cl)cc3)C2=O)c1 (centres undefined) | -17
95 | CC1(C)Cc2ccccc2C(/C(=N\O)C(=O)c2ccccc2)=N1 | -8
96 | CCOC(=O)/C(C#N)=N/Nc1ccc2c(c1)c1ccccc1n2CC | -34
97 | CC1(C)CC(=O)C2=C(C1)c1c(ccc3ccccc13)NC2c1ccccc1F (centres undefined) | -10
98 | Cc1cc(C)c2oc(-c3ccc(C)c(NC(=O)c4cccs4)c3)nc2c1 | 2
99 | CCOC(=O)C1=C(C)NC2=C(C(=O)CC(C)(C)C2)C1c1ccc(N2CCOCC2)cc1 (centres undefined) | -14
100 | COc1ccc(S(=O)(=O)N(CC(=O)NCc2ccco2)Cc2ccccc2)cc1OC | -24
101 | CCOc1ccc2c(c1)C(C)=CC(C)(C)N2S(=O)(=O)c1ccc(C)cc1 | 6
102 | COc1ccc(OC)c(CNCc2ccc3c(c2)OCO3)c1 | -20
103 | Cc1ccc(S(=O)(=O)C/N=C(/NC(=S)Nn2cnnc2)c2ccccc2)cc1 | 13
104 | CC1CCN(CCCCOc2ccc(F)cc2)CC1 | -3
105 | Cc1sc(NC(=O)/C=C\C(=O)O)nc1-c1ccccc1 | -4
106 | O=C(O)c1nn2c(c1Cl)NC(c1cccs1)CC2C(F)(F)F (centres undefined) | -21
107 | Cc1ccccc1C(=O)NN1C(=O)/C(=C/c2cccc(O)c2)SC1=S | -20
108 | CC(=O)C1=C(O)C(=O)N(CCN(C)C)C1c1ccccc1 (centres undefined) | -6
109 | Cc1c(Cl)cccc1NC(=O)/C(C#N)=C/c1ccc(I)o1 | 8
110 | O=C(Nc1c(C(=O)N2CCCC2)cnn1-c1ccccc1)c1ccc(Br)cc1 | -13
111 | Cc1cc(C)c(S(=O)(=O)NCC#N)c(C)c1 | -6
112 | Cc1cc(C)cc(NC(=O)Cc2ccc(Br)cc2)c1 | -26
113 | Oc1c(Cl)cc(Br)cc1/C=N/Nc1nc(N2CCOCC2)nc(N2CCOCC2)n1 | -16
114 | CCC1=NN(C(=O)CCc2ccccc2)C(O)(c2ccncc2)C1 (centres undefined) | 1
115 | O=C1S/C(=C\c2cccc(Cl)c2)C(=O)N1c1ccc(Cl)cc1 | 8
116 | CC(C)(C)c1ccc(OCC(=O)Nc2ccc(NC(=O)c3ccco3)c(Cl)c2)cc1 | -1
117 | CC(C)(C)C(=O)/C=C(/O)C(=O)NCc1ccccc1 | -10
118 | COc1ccc(NC(=O)Cn2nc(C(F)(F)F)c(Br)c2C)c(OC)c1 | -26
119 | COC(=O)C1=C(C)NC2=C(C(=O)c3ccccc32)C1c1ccc(OCc2ccc([N+](=O)[O-])cc2)c(Cl)c1 (centres undefined) | -5
120 | COc1ccc(C2CC(=O)C3=C(C2)Nc2ccccc2NC3c2ccc(OC)c(Br)c2)cc1 (centres undefined) | -3
121 | COc1ccc(C(=O)Nc2cc(C)ccc2O)cc1 | -9
122 | COc1ccccc1C1SCCN1S(=O)(=O)c1ccc2ccccc2c1 (centres undefined) | -29
123 | COc1ccc(CSc2nc3sc4c(c3c(=O)n2Cc2ccccc2)CC(C)(C)OC4)cc1 | -1
124 | Cc1ccc(C(=O)Nc2ccc(S(=O)(=O)N3CCCC3)cc2)cc1 | -8
125 | O=C(/C=C/c1ccccc1Cl)Nc1ccccc1[N+](=O)[O-] | 6
126 | C=CCNC(=O)CSc1nc2sc3c(c2c(=O)[nH]1)CCCC3 | 15

Compound activity deposited in PubChem by Sanford-Burnham Center for Chemical Genomics.

Only part of the results is shown. The share of hits here may be higher or lower than overall.
